Tau fibril ThT: blocks human tau fibril formation measured by thioflavin T; P10636; recombinant tau K18 P301L, heparin-induced fibrillization, ThT fluorescence; Potency, µM (top dose mostly 57.4 µM), inactives show at the highest dose activity, negative = inhibition, most hits filed as inhibitors; 2.1% of 270,000 active; AID 1460; note: % is set by controls: 0 for no effect and ±100 for the full control effect; nearly all actives have a fitted effect of over 55% in size
Target sequence (P10636 561-689 P618L limits assumed): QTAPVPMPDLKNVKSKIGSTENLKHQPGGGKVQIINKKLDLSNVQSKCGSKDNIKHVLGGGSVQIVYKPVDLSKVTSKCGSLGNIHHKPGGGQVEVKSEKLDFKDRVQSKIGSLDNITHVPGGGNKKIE
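Tau K18 P301L fragment (15 uM unlabeled plus 0.24 uM Alexa 594-labeled) in 100 mM sodium acetate pH 7 with compound, fibrillization induced by 20 uM heparin for 6 hr at 37 C. Thioflavin T (30 uM) added, fluorescence read after 1 hr (ex 450, em 510 nm).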
Tau fluor counter: counter-screen for tau fibril formation inhibitors; tau K18 P301L (four-repeat tau fragment) Alexa594 fluorescence, heparin fibrillization; Potency, µM (highest dose often 57.7 µM), for inactives: at the top dose activity change, negative = decrease; 0.93% of 280,000 active; AID 1463; note: % is set by controls: 0 for no effect and ±100 for the full control effect; nearly all actives have a fitted effect of over 55% in size
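Human K18 P301L tau (15 uM unlabeled plus 0.24 uM Alexa 594-labeled, final) in 100 mM sodium acetate pH 7 was mixed with compound and 20 uM heparin and incubated 6 hr at 37 C.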
GAA spleen mod: lysosomal alpha-glucosidase (human) modulation. P10253. human spleen homogenate, 4-MU-alpha-glucoside fluorescence. Potency, µM (highest dose often 79.9 µM), inactives show at the highest dose activity change, negative = inhibition, usual class: inhibitors. 0.006% of 240,000 active. AID 2112;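 note: 0% = enzyme with vehicle and -100% = no enzyme basal signal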
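Human spleen homogenate (1 ug) incubated with compounds and 1 mM 4-methylumbelliferyl-alpha-D-glucopyranoside in pH 5.0 citrate/phosphate buffer, 37 C, 40 min. Stopped at pH 10; 4-MU fluorescence (Ex 365/Em 440 nm); AC50 by Hill fit.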
GAA inhib: blocks human lysosomal alpha-glucosidase; Potency, µM (highest dose often 76.9 µM), inactives show top-dose activity change, negative = inhibition, usual class: inhibitors; P10253; 0.005% of 200,000 active; purified human GAA, 4-MU-alpha-glucoside fluorescence;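 note: plate controls were uninhibited enzyme wells for no effect and no-enzyme background for full effect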
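AC50 values come from Hill fits of compound titrations (up to 77 uM) against 4 nM human enzyme. Substrate 4-methylumbelliferyl-alpha-D-pyranoside at 400 uM, pH 5.0 citrate buffer, 20 min room temperature; fluorescence Ex 365/Em 440 after alkaline stop.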
Tau fibril FP: inhibitors of human tau fibril formation; K18 P301L tau heparin fibrillization, Alexa594 FP, 6 h; Potency, µM (highest dose often 57.7 µM), for inactives: at the highest dose activity, negative = inhibition, hits mostly inhibitors; 0.39% of 280,000 active; AID 1468; note: % is set by controls: 0 for no effect and ±100 for the full control effect; nearly all actives have a fitted effect of over 55% in size
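Human tau K18 […] P301L fragment, 15 uM unlabeled plus 0.24 uM Alexa 594-labeled tau (final), with compound and 20 uM heparin in 100 mM sodium acetate pH 7; 6 hr at 37 C, then Alexa 594 FP read.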
GLA spleen mod: inhibitors or activators of human alpha-galactosidase in spleen homogenate; P06280; human spleen homogenate, 4MU-alpha-Gal fluorescence, 40 min; Potency, µM (titrated, usually from 80 µM), for inactives: at the top dose activity change, negative = inhibition, usual class: inhibitors; 0.008% of 240,000 active;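 note: 0% = enzyme with vehicle and -100% = no enzyme basal signal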
Target sequence (P06280 32-429 limits assumed): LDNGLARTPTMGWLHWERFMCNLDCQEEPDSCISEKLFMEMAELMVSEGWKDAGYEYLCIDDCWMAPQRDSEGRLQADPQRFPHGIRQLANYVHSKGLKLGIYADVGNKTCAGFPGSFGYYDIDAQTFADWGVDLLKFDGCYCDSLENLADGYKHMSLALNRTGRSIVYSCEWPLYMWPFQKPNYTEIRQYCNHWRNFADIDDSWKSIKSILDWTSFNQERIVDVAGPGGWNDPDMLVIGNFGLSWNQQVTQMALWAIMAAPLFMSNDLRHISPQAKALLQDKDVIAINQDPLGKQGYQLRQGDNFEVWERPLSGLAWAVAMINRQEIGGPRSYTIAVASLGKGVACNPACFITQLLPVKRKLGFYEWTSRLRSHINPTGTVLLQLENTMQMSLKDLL
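Spleen homogenate 1 ug + cpd (titration) + 4-MU-alpha-D-galactopyranoside 1 mM; 37C 40 min; 50 mM citrate/phosphate pH 5.0, 0.01% Tween-20; stop pH 10; fluorescence 365/440; AC50 via Hill.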
GAA glycogen: inhibitors or activators of human alpha-glucosidase glycogen cleavage. 0.38% of 300,000 active. recombinant GAA, glycogen substrate, Amplex Red glucose oxidase fluorescence. Potency, µM (top dose mostly 76.4 µM), inactives show at the highest dose activity change, negative = inhibition, most hits filed as inhibitors. P10253;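 note: 0% = full enzyme reaction and -100% = no-enzyme basal signal; the screen sought inhibitors and activators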
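Recombinant human alpha-glucosidase (4 nM final) hydrolysed bovine liver glycogen (30 ug) for 40 min at 37 C in pH 5.0 citrate/phosphate with 0.01% Tween-20. Released glucose detected by glucose oxidase/Amplex Red, Ex 573/Em 610 nm. Compounds up to 77 uM; AC50 from Hill fits.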
HTT ATP protect: protects HTT-Q103 PC12 cells, measured by ATP; PC12 HTT-Q103 induced, cytoprotection, ATP luminescence, 40 h; Potency, µM (series often up to 56.4 µM), for inactives: cytoprotection (ATP increase), actives largely listed as activators; 0.14% of 230,000 active; AID 1471;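 note: % of control where 0% means no effect; nearly all actives have a fitted effect of over 45% in size; toxic huntingtin expression switched on by the ecdysone agonist tebufenozide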
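Rat PC12, Q103 Htt exon1-GFP fusion, ecdysone promoter; tebufenozide inducer 100 nM final; compound titration; qHTS, 1500 cells/well; ATPlite luminescent read.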
Starred values were filed as active, the others as inactive; ? = inconclusive; . = no result given; & = joins results of further samples; [ ] = dose if it differs, or a comment. Calls come from the whole dose curve; as a rule, active = well fitted curve in the direction sought with a large enough effect; inconclusive = small, poorly fitted or top-dose-only effect, or another doubt; inactive = no such curve, though single readings can be large; an effect the other way counts as inactive or inconclusive. Potency is the fitted concentration of half-maximal effect. An unsorted share of the library; overall some 3.3% were active at least once.

Key to letters – A = Tau fibril ThT; B = Tau fluor counter; C = GAA spleen mod; D = GAA inhib; E = Tau fibril FP; F = GLA spleen mod; G = GAA glycogen; H = HTT ATP protect
O=C(Cn1cc(S(=O)(=O)Cc2ccccc2Cl)c2ccccc21)NCCc1ccccc1
  A: -1%; B: -18%; C: .; D: .; E: -12%; F: .; G: 10%[76.3 µM]; H: .

CCCCOC(=O)Nc1ccc(C(N)=O)cc1
  A: -7%; B: -4%; C: -4%; D: -3%; E: 5%; F: -2%; G: 8%; H: -20%

Nc1nonc1-c1nc2ccccc2n1Cc1cccc(Cl)c1
  A: -2%; B: ?; C: .; D: .; E: ?; F: .; G: -1%[76.3 µM]; H: .

Cc1oc(-c2ccc(Cl)cc2)nc1CN1CCC(C(=O)N2CCN(Cc3ccccc3)CC2)CC1
  A: -23%; B: -2%; C: -18%; D: -14%; E: 12%; F: -20%; G: -4%; H: -45%[inhibitor]

O=C(Nc1ccc(F)cc1)C1CCC(CNc2c(N3CCCCC3)c(=O)c2=O)CC1 (stereo unspecified)
  A: .; B: -17%; C: -5%; D: .; E: -4%; F: -27%; G: 5%; H: 1%[10 µM]

O=S(=O)(Nc1cccc(-c2cn3cccnc3n2)c1)c1ccccc1
  A: 2%; B: 1%; C: -2%; D: 11%; E: -4%; F: 1%; G: -11%; H: .

S=C(NCc1cccs1)Nc1cccc(Cl)c1Cl
  A: -6%; B: -26%; C: -6%; D: 2%; E: -8%; F: -6%; G: 0%; H: 16%[10 µM]

C/C(=N\S(=O)(=O)c1ccc(C)cc1)N1CCN(S(=O)(=O)c2ccccc2)C1C(C)C (stereo unspecified)
  A: -8%; B: -16%; C: 0%; D: -9%; E: -5%; F: 6%; G: 3%; H: 13%

CCOCCCNCC(=O)NCC1CCCCC1
  A: -9%; B: -11%; C: 1%; D: -6%; E: -5%; F: 2%; G: 0%; H: -1%[10 µM]

COC(=O)c1sc(NC(=O)CSc2nnc(Cn3nnc4ccccc43)n2C)nc1C
  A: 2%; B: 6%; C: -15%; D: 7%; E: 2%; F: 1%; G: -1%; H: ?

c1ccc(-c2noc(-c3ccc4c(c3)OCO4)n2)cc1
  A: -4%; B: 1%; C: 2%; D: 1%; E: -5%; F: 0%; G: 7%; H: -126%[inhibitor]

COc1cc(OC)c2ccc(=O)oc2c1C(CCN1CCCC1)c1ccc(N(C)C)cc1 (stereo unspecified)
  A: -16%; B: -8%; C: -6%&-6%; D: .; E: -4%; F: -7%&-7%; G: -16%; H: -11%[10 µM]

Cc1ccc(C(=O)Nc2c(C)n(C)n(-c3ccccc3)c2=O)cc1S(=O)(=O)N1CCOCC1
  A: -5%; B: 0%; C: 2%; D: 2%; E: -4%; F: 1%; G: -1%; H: -6%[10 µM]

COc1ccc(CCNC(=O)c2cccc(S(=O)(=O)N3CCCCC3)c2)cc1
  A: -7%; B: -19%; C: -14%; D: -8%; E: ?; F: 6%; G: -4%; H: -8%[10 µM]

Cc1ccc2cc3c(NC(=O)C(C)C)nn(C)c3nc2c1
  A: -14%; B: -7%; C: -4%; D: 4%; E: -4%; F: 0%; G: 7%; H: -17%

COc1cccc(C(=O)Nc2nnc(C(C)C)s2)c1
  A: -7%; B: -5%; C: -3%; D: 4%; E: 1%; F: -3%; G: 7%; H: -10%[1.9 µM]

Cc1ccc(N(CC(=O)NCCc2ccccc2)S(=O)(=O)N(C)C)cc1
  A: -1%; B: -14%; C: .; D: .; E: -4%; F: .; G: 10%[76.3 µM]; H: .

C=CCNC(=O)c1sc(-c2ccccc2)nc1C
  A: -10%; B: -10%; C: 1%; D: 12%; E: 2%; F: -1%; G: 19%; H: -29%

CCSc1nc(-c2ccccc2)c2cc(Cl)ccc2n1
  A: -12%; B: -13%; C: -14%; D: 8%; E: -7%; F: -1%; G: -4%; H: 10%[10 µM]

O=C(CN1C(=O)CCC1=O)Nc1ccc(S(=O)(=O)N2CCOCC2)cc1
  A: -4%; B: -7%; C: -7%; D: ?; E: ?; F: -4%; G: -9%; H: -9%

COc1ccc(OC)c(NC(=S)N2CCc3ccccc3C2)c1
  A: -7%; B: -13%; C: 4%; D: -26%; E: -9%; F: 1%; G: ?; H: -3%[10 µM]

O=c1oc(Nc2ccccc2Cl)nc2ccccc12
  A: 2%; B: -1%; C: 8%; D: 10%; E: -7%; F: 8%; G: 1%; H: -111%[inhibitor]

CC(C)(C)OC(=O)NCc1ccc(NC(=O)c2nc[nH]c2C(=O)N[C@@H](Cc2ccccc2)C(=O)OC(C)(C)C)cc1
  A: ?; B: ?; C: -3%; D: .; E: 8.9µM*; F: -7%; G: -11%; H: 16%[10 µM]

Cc1oc(C(C)(C)C)cc1C(=O)Nc1ccc2c(c1)OCCO2
  A: ?; B: -21%; C: -5%; D: -14%; E: 11%; F: 8%; G: -11%; H: -13%

Cc1cc(NC(=O)/C=C/c2ccccc2Cl)n(-c2nc3ccccc3[nH]2)n1
  A: ?; B: -22%; C: -11%; D: -13%; E: -15%; F: 2%; G: -1%; H: 18%[1.9 µM]

Entries of single compounds, quoted from the list:
Profile of `O=C(Nc1ccc(F)cc1)C1CCC(CNc2c(N3CCCCC3)c(=O)c2=O)CC1` (stereo unspecified) = Tau fibril ThT: .; Tau fluor counter: -17%; GAA spleen mod: -5%; GAA inhib: .; Tau fibril FP: -4%; GLA spleen mod: -27%; GAA glycogen: 5%; HTT ATP protect: 1%[10 µM]
Profile of `Cc1ccc(C(=O)Nc2c(C)n(C)n(-c3ccccc3)c2=O)cc1S(=O)(=O)N1CCOCC1` = Tau fibril ThT: -5%; Tau fluor counter: 0%; GAA spleen mod: 2%; GAA inhib: 2%; Tau fibril FP: -4%; GLA spleen mod: 1%; GAA glycogen: -1%; HTT ATP protect: -6%[10 µM]

(further entries)
Key to letters – A = Tau fibril ThT; B = Tau fluor counter; C = GAA spleen mod; D = GAA inhib; E = Tau fibril FP; F = GLA spleen mod; G = GAA glycogen; H = HTT ATP protect
O=C(Nc1cnn(Cc2c(Cl)cccc2Cl)c1)C(c1ccccc1)c1ccccc1
  A: -7%; B: ?; C: -9%; D: -8%; E: -8%; F: -4%; G: -3%; H: 0%[10 µM]

Cn1c(N)c(C(=O)COC(=O)c2ccco2)c(=O)n(C)c1=O
  A: -3%; B: 5%; C: -1%; D: -3%; E: -2%; F: 6%; G: 3%; H: -3%

O=C(Nc1cccc(Cl)c1)N(CCCN1CCOCC1)Cc1ccccc1F
  A: 7%; B: ?; C: -4%; D: -7%; E: ?; F: 4%; G: 4%; H: 9%

Cc1ccc(C)c(-c2nn(CC(=O)Nc3cc(F)ccc3F)c(=O)c3c2CCCC3)c1
  A: -7%; B: -19%; C: .; D: .; E: -3%; F: .; G: 11%[76.3 µM]; H: .

COC(=O)C1=C(C)N(C)C(C)=C(C(=O)OC)C1c1ccccn1
  A: 3%; B: 5%; C: 1%; D: 5%; E: -4%; F: -2%; G: -4%; H: 7%

COc1ccccc1/C=C/C=N/NC(=O)c1ccccn1
  A: ?; B: -4%; C: .; D: -4%; E: 2%; F: -11%; G: ?; H: -97%[inhibitor]

CC1=C(C(N)=O)C(c2sccc2C)n2nnnc2N1 (stereo unspecified)
  A: -11%; B: -3%; C: -3%; D: 0%; E: 0%; F: -2%; G: -10%; H: 13%

CN=C(Nc1cc(C)nn1-c1ccccc1)c1ccc(F)cc1
  A: 6%; B: 7%; C: -7%; D: 8%; E: 6%; F: -1%; G: 3%; H: -20%

CCN(CC)CCN1C(=O)c2ccccc2NC1c1ccc(F)cc1 (stereo unspecified)
  A: -2%; B: 4%; C: 3%; D: 1%; E: -4%; F: 2%; G: -3%; H: -2%

Cc1ccc(-c2cn3c(n2)CCCC3)cc1
  A: -5%; B: 3%; C: -5%; D: 4%; E: 1%; F: 6%; G: 3%; H: -3%[0.074 µM]

COc1ccc(Cn2c(O)c(/C=C3/C=CC=N3)c(=O)[nH]c2=O)cc1
  A: -12%; B: -11%; C: -1%; D: .; E: -2%; F: 1%; G: -9%; H: 10%[10 µM]

C=CCn1c(COc2ccc(F)cc2)nnc1SCC(=O)N1CC(=O)Nc2ccccc21
  A: -21%; B: -6%; C: -3%; D: 12%; E: -4%; F: -5%; G: 5%; H: -5%

COc1ccc(OC)c(NC(=O)CCN2CCCCCC2)c1
  A: -19%; B: -8%; C: -9%; D: ?; E: 5%; F: -13%; G: 1%; H: -4%[10 µM]

CCOC(=O)CC1C(=O)NCCN1C(=O)c1cc2c(=O)n3ccccc3nc2s1 (stereo unspecified)
  A: -7%; B: -2%; C: 14%; D: ?; E: 8%; F: ?; G: 9%; H: 4%[10 µM]

Cc1ccccc1-n1nnnc1SC(C)C(=O)NC1CCCc2ccccc21 (stereo unspecified)
  A: ?; B: -14%; C: -4%; D: -2%; E: -6%; F: 1%; G: 0%; H: 31%[10 µM]

O=S(=O)(c1ccccc1)c1ccc(NCc2ccco2)cc1
  A: -4%; B: -22%; C: -5%; D: ?; E: 1%; F: 5%; G: -3%; H: -19%

Cc1ccccc1NC(=O)CCc1c(C)nc2c(c1C)c(=O)n(C)c(=O)n2C
  A: 0%; B: 0%; C: .; D: .; E: 10%; F: .; G: -6%[76.3 µM]; H: .

A second format for 2 compounds above:
Results follow in this order: Tau fibril ThT, Tau fluor counter, GAA spleen mod, GAA inhib, Tau fibril FP, GLA spleen mod, GAA glycogen, HTT ATP protect
> COc1ccc(OC)c(NC(=O)CCN2CCCCCC2)c1
  -19%, -8%, -9%, ?, 5%, -13%, 1%, -4%[10 µM]
> CCOC(=O)CC1C(=O)NCCN1C(=O)c1cc2c(=O)n3ccccc3nc2s1 (stereo unspecified)
  -7%, -2%, 14%, ?, 8%, ?, 9%, 4%[10 µM]

Screening results from PubChem.
